hcGAS lum – inhibitors of human cGAS; actives 0.081% (n = 290,000); Q8N884; recombinant h-cGAS, ATP depletion, Kinase-Glo luminescence; AID 1259398; inhibition, % at 12.5 µM;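 further: 0% = vehicle reaction and 100% = reaction without DNA for no activity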
Target sequence (Q8N884 whole entry, looked up): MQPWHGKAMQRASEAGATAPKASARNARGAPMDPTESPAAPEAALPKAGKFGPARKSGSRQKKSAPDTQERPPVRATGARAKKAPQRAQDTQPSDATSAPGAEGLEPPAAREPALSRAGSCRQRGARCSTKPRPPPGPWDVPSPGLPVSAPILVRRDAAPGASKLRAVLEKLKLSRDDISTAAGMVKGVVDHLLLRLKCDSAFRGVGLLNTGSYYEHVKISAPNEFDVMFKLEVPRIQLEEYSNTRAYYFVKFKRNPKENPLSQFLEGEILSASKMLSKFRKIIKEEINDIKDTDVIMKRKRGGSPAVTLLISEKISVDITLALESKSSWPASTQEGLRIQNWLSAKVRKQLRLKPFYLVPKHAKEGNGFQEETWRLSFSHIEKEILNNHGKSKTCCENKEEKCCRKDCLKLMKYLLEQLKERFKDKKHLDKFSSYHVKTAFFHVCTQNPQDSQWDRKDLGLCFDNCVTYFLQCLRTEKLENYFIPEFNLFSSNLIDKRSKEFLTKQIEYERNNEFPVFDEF
NPYLR7 agonist – activates Aedes aegypti NPYLR7 receptor; HEK293T NPYLR7/Galpha15, GCaMP6s calcium fluorescence; activation, % at 10 µM; actives 0.15% (n = 270,000); in the data active means activation above about 40%;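 further: 0% = vehicle and 100% = reference agonist at the receptor; some compounds past the cut are filed as inactive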
mcGAS lum – inhibitors of mouse cGAS; AID 1259399; Q8C6L5; inhibition, % at 12.5 µM; recombinant cGAS, Kinase-Glo ATP depletion luminescence; actives 0.15% (n = 160,000);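 further: 0% = negative control wells and 100% = reference inhibitor with no enzyme activity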
Numbers without * were called inactive; / = no result given. Unless noted, no stated cut-off is given here; in the data, active means inhibition above about 40%; inactive means the rest.

The first two entries as a preview:
structure	hcGAS lum	NPYLR7 agonist	mcGAS lum
CCCCCNC(=O)N1CCN(S(=O)(=O)c2c(Cl)cc(Br)cc2Cl)CC1	4.3	-1.3	-4.2
CC(C)c1ccc(C2OCC(CO)([N+](=O)[O-])CO2)cc1 (stereo not given)	-2.2	0.8	/

The list itself, from the start:
structure	hcGAS lum	NPYLR7 agonist	mcGAS lum
CCCCCNC(=O)N1CCN(S(=O)(=O)c2c(Cl)cc(Br)cc2Cl)CC1	4.3	-1.3	-4.2
CC(C)c1ccc(C2OCC(CO)([N+](=O)[O-])CO2)cc1 (stereo not given)	-2.2	0.8	/
Cc1c(C)n2c3c(cccc13)CC2	-15.3	8.2	/
N#CC(c1ccccc1)c1ccc(NC(=O)CN2CCCCC2c2cccnc2)cc1Cl (stereo not given)	-8.7	-4.4	-4.0
COc1ncc(CN(C)Cc2cccc3ncccc23)cn1	-4.2	1.5	-19.3
C=CCn1c(=NC(=O)c2ccccc2I)sc2cc(S(C)(=O)=O)ccc21	-6.7	4.0	/
COc1ccccc1C(=O)N(Cc1csc(COc2c(OC)cccc2OC)n1)CC(C)C	0.6	3.4	-3.6
Cc1cc(NC(=O)NC(C)c2cccc(C(F)(F)F)c2)no1 (stereo not given)	-2.9	3.1	/
Cc1cccc(-n2ncc3c(=O)n4c(nc32)SCC4CC(=O)Nc2nc(C)cs2)c1 (stereo not given)	-9.2	0.6	-6.1
COc1ccc(CN(Cc2nc(C(=O)NCCN3CCOCC3)co2)C(C)c2ccccc2)c(OC)c1 (stereo not given)	1.7	/	1.2
COc1cccc(CN(C)Cc2ccc(Br)s2)n1	-8.4	3.4	/
Cc1cc(C)c(S(=O)(=O)NCc2nnc(SCc3ccccc3)n2-c2ccc(Cl)cc2Cl)c(C)c1	1.5	13.2	-2.9
O=c1[nH]c(N2CCN(c3ccccc3F)CC2)nc2c(-c3ccccc3F)csc12	-5.6	3.8	/
Cc1ccc(CSC2=NCCN2S(C)(=O)=O)cc1	-1.3	1.7	-1.6
Cc1c(Cl)c([N+](=O)[O-])nn1CC(=O)N(C)Cc1ccccc1	0.2	11.3	/
CC(C)n1nc(C(=O)Nc2ccc3c(c2)OCO3)c2ccccc2c1=O	-10.0	-21.8	/
COc1ccc(CCN(C)C(=O)c2cc(-c3ccccc3)nn2-c2ccc(C)cc2C)cc1OC	-3.1	1.5	-3.2
Cc1ccc(C(=O)NC2c3ccccc3Oc3ccccc32)cc1	-2.3	0.9	/
COc1ccccc1C(=O)NCc1nnc(SCc2cccc(C)c2)n1-c1ccc([N+](=O)[O-])cc1	2.6	3.3	-2.4
CCN1CCN(C(=O)C(C)n2c(=O)n(-c3ccc(C)c(Cl)c3)c(=O)c3ccccc32)CC1 (stereo not given)	-8.2	21.0	-1.9
CCN(CC)c1nc(=O)c2cc(NC(=O)c3cccc(F)c3)ccc2s1	-8.8	/	-6.0
CCC(C(=O)Nc1ccc(N2CCCC2)c(C(=O)NC(C)c2ccccc2)c1)c1ccccc1 (stereo not given)	-2.0	4.1	-7.8
NC(=O)C1CCN(C2CC(=O)N(c3cccc(Cl)c3)C2=O)CC1 (stereo not given)	3.1	-0.2	-1.4
CCc1nc2c(OCc3ccccc3C(=O)OC)cccn2c1N(C)C(=O)c1cccc(OC)c1	-4.6	10.4	-2.4
COC(=O)CCn1c(=O)c2c(nc3n(-c4ccc(OC)cc4)c(C)cn23)n(C)c1=O	0.7	-3.3	/
COc1cccc(COC(=O)C23CC4CC(CC(NC(C)=O)(C4)C2)C3)c1	-3.2	-2.9	/
O=C(NCc1ccccc1)Nc1ccc(N2CCC(Cc3ccccc3)CC2)c(C(=O)N2CCCC2)c1	-8.2	-4.9	-6.3
COc1ccccc1NC(=O)N(Cc1cccc(Cl)c1)CC1CC(c2ccc(N(C)C)cc2)=NO1 (stereo not given)	-6.5	20.2	-6.9
CC(C)(C)c1cc(N2CCN(Cc3ccc4c(c3)OCO4)CC2)nc(SCc2ccc(C(=O)NCc3ccco3)cc2)n1	-7.2	-3.5	-4.8
CN(Cc1ccc(Cl)s1)C(=O)NCCc1ccccc1	-0.9	-2.3	-2.3
CN(C(=O)C1CC1)c1ccccc1C(=O)Nc1ccc2c(c1)OCCCO2	-6.9	0.4	/
Cc1csc(-c2nccn2-c2ccc(-c3n[nH]c(C)n3)cc2)n1	-9.4	2.5	-12.8
CN1C(=O)NC(c2ccccc2C(F)(F)F)C2=C1CN(CC(=O)NCCc1ccc(Cl)cc1Cl)C2=O (stereo not given)	-1.0	13.9	-4.2
O=C(CN1CCc2ccccc2C1)N1N=C(c2ccccc2F)CC1c1ccc2c(c1)OCO2 (stereo not given)	-1.9	-0.3	-3.2
CC(C)[C@@H]1CN(S(=O)(=O)N(C)C(C)C)C[C@H]1C(=O)O	-7.3	/	-4.5
Cn1cc(C2CCN(C(=O)c3sc(Cl)c(Cl)c3Cl)CC2)c2ccccc21	-12.8	28.0	-9.1
COCCN(Cc1cccc(OS(=O)(=O)C(C)C)c1)C(=O)c1ccco1	-6.3	-1.5	-5.3
CC(C)S(=O)(=O)N1CCn2nc(CCC(=O)N3CCOCC3)cc2C1	-17.5	/	-8.2
CN(C(=O)c1ccc(NC(=O)CC2SC(N3CCCC3)=NC2=O)cc1)C1CCc2ccccc21 (stereo not given)	-5.5	1.4	/
CN(Cc1ccc(C(=O)Nc2nccn2C)cc1)Cc1cnc2ccccc2n1	-10.5	5.4	/
CCOC(=O)c1c(-c2ccc(C)cc2)csc1NC(=O)c1ccco1	-2.2	-3.4	-2.9
Cc1cccc(C)c1Nc1ncnc2c1nnn2C	-9.9	10.7	/
Cc1ccccc1CN(Cc1ccncc1)CC(C)C	-0.1	24.5	-10.2
CCOC(=O)c1nn(-c2ccc(C)cc2)c(=O)c2c(NC(=O)Cc3ccc(F)cc3)scc12	-8.8	6.1	-8.2
Cc1sc2nc(CSc3nnc(NC4CC4)s3)[nH]c(=O)c2c1C	5.6	11.9	/
CN(CCC1CCOCC1)C(=O)C1CCC(=O)N(CCc2cccc(F)c2)C1 (stereo not given)	-6.9	0.8	/
Cc1ccccc1C(=O)N[C@@H]1CCCCC1NC(=O)C1CCN(C(=O)Cc2cccs2)CC1 (stereo not given in full)	-3.4	3.2	-4.0
CCN(CC)c1onc(-c2ccccc2)c1CN(C(C)=O)C(C)C	-2.9	-9.5	0.2
COc1ccc(NC(=O)C(C2CCCC2)N2CCN(C(=O)NC(C)(C)C)CC2)cc1 (stereo not given)	0.3	-6.5	0.1
O=C1CCCN1CC(NCc1cccc(Cl)c1Cl)c1ccccc1 (stereo not given)	-4.8	1.9	/
CC1(C)[C@H]2CC=C(CCNCc3nc(-c4ccco4)no3)[C@@H]1C2	-7.7	-7.3	-13.1
COc1cc(CN(C)C(=O)NCC(c2ccco2)N2CCCC2)ccc1O (stereo not given)	-6.1	4.6	/
Cc1cccc(CN2CCCC3(CCN(C(=O)CCN4CCCO4)C3)C2)c1 (stereo not given)	-3.5	3.6	/
Cc1nn(C)c(C)c1CCC(=O)N1CCN(C(=O)C2CCCO2)CC1 (stereo not given)	-9.1	-1.0	/
O=C(OCC(=O)N1CCC2(CC1)OCCO2)C1C2CC3CC(C2)CC1C3 (stereo not given)	-10.3	7.6	/
O=C(c1cccc(Cl)c1)C1CCCN(C(=O)/C=C/c2ccccc2F)C1 (stereo not given)	-4.2	16.4	-7.5
O=C(c1cccc(Cl)c1)C1CCCN(C(=O)c2ccoc2)C1 (stereo not given)	4.9	3.2	1.0
O=C(Nc1ccc(Oc2ccccc2F)cc1)C1CCN(C(=O)c2ccco2)CC1	2.8	2.0	/
CCOC(=O)CC1(NC(=O)CC2C(=O)NCCN2CC(C)C)CCCCC1 (stereo not given)	-4.3	11.1	/
O=C(CC1CSc2nccc(=O)n21)Nc1nccs1 (stereo not given)	-5.0	-3.6	/

Results in NPYLR7 agonist (7 entries from above):
smiles	NPYLR7 agonist
CC(C)c1ccc(C2OCC(CO)([N+](=O)[O-])CO2)cc1 (stereo not given)	0.8
Cc1c(C)n2c3c(cccc13)CC2	8.2
N#CC(c1ccccc1)c1ccc(NC(=O)CN2CCCCC2c2cccnc2)cc1Cl (stereo not given)	-4.4
COc1ncc(CN(C)Cc2cccc3ncccc23)cn1	1.5
C=CCn1c(=NC(=O)c2ccccc2I)sc2cc(S(C)(=O)=O)ccc21	4.0
COc1ccccc1C(=O)N(Cc1csc(COc2c(OC)cccc2OC)n1)CC(C)C	3.4
Cc1cc(NC(=O)NC(C)c2cccc(C(F)(F)F)c2)no1 (stereo not given)	3.1

Next part
structure	hcGAS lum	NPYLR7 agonist	mcGAS lum
CC(CC(=O)NC1CCCCC1)S(=O)O (stereo not given)	-3.5	-2.3	-4.2
Cc1oc(-c2ccccc2)nc1CC(=O)N1CCC2(CN(C)C(=O)O2)C1 (stereo not given)	-3.1	8.2	/
COCCN(Cc1cccc(OS(=O)(=O)c2cccc(C(F)(F)F)c2)c1)C(=O)c1cc(C(F)(F)F)cc(C(F)(F)F)c1	-5.3	-3.5	-6.0
O=C(NCCc1cccc(Cl)c1)c1ccc(-c2cccc(C(F)(F)F)c2)s1	-0.3	5.9	-4.5
OCCNc1nc2ccccc2[nH]1	-5.2	-9.0	/
CC(C)CNc1ccc2c(n1)C(=O)N([C@H](C)C(=O)NCCOc1ccccc1)C2	-9.4	4.3	/
O=C(N[C@H](Cc1ccccc1)C(=O)N1CCC(C(=O)N2CCOCC2)CC1)C1CCN(c2nccc(C(F)(F)F)n2)CC1	-2.4	-3.3	-5.8
c1ccc2c(c1)c(N1CCCCC1)nn1cnnc21	-9.9	7.7	/
Cc1nn(C)c(C)c1CC(C)C(=O)N1CCCCC1c1nccs1 (stereo not given)	-4.6	-3.0	/
Cc1nc2n(n1)C(=O)C(C(c1cccc(Cl)c1)N1CCC(C(N)=O)CC1)S2 (stereo not given)	-7.6	0.1	/
O=C1C(=Cc2cccs2)CCCC1=Cc1cccs1	-3.5	7.0	/
C#CCN(Cc1ccc(C)cc1)C(=O)CC(=O)Nc1ccc(C)cc1	3.7	-4.8	-0.6
CN(CCNS(C)(=O)=O)C(=O)c1ccc(SC(F)F)cc1	-8.4	-1.4	/
Cc1cccc(-n2nc3c(c2NC(=O)c2ccc(C(C)(C)C)cc2)CS(=O)C3)c1C (stereo not given)	-3.9	3.6	/
CCOCCn1c(CN2CCC(C(N)=O)CC2)nc2c1c(=O)n(C)c(=O)n2C	-3.9	-2.5	/
CCN(Cc1ccccc1Cl)Cn1nc(CCC(N)=O)n(C)c1=S	0.2	-1.1	/
CC(=O)Nc1ccc(NC(=O)Cn2nc(C(=O)Nc3ccccc3)ccc2=O)cc1	-5.5	2.6	-8.0
Cc1cc(-c2nnc(NC(=O)c3cc(C)n(C)n3)o2)n(C)n1	-0.3	-2.8	-3.0
NCC1CCN(Cc2cc(F)ccc2O)C1 (stereo not given)	-4.7	0.9	-9.3
Cc1nc2cc(C(F)(F)F)ccc2n1C1CCN(C(=O)c2cccc(Cl)c2)CC1	1.3	-7.2	1.4
CCN1CCN(c2c(CN(CCOC)C(=O)Cc3ccc(OC)cc3)c(C)nn2-c2ccccc2)CC1	-7.7	7.4	-6.5
Cc1[nH]c2c(C(=O)N3CCCC(Nc4ccccc4)C3)cccc2c1C (stereo not given)	-9.6	/	-12.5
Cc1nc2n(n1)C(=O)C(C(c1cccc(F)c1)N1CCC(C(N)=O)CC1)S2 (stereo not given)	-12.5	-1.1	/
CCOc1ncccc1CNC(=O)Nc1ccc(OC)c(Cl)c1	-6.2	13.6	/
Cn1cccc1C1CCCN1C(=O)Nc1cccc(CS(C)(=O)=O)c1 (stereo not given)	2.8	-21.5	/
Cc1ccc(-c2cn[nH]c2C2CCCN(C(=O)c3cc4ncccn4n3)C2)cc1 (stereo not given)	-1.6	/	-14.3
CCOC(=O)c1c(C)n(-c2ccc(C)cc2)c2cc(Br)c(O)cc12	-4.9	6.7	-6.1
COC(=O)CN(c1nc(C)cc(OC)n1)S(=O)(=O)c1ccccc1	-4.0	-3.3	-6.6
CCC1CN(C(=O)c2ccc(F)c(OC)c2)CCC(=O)N1Cc1ccccc1 (stereo not given)	-6.8	8.1	-15.3
CCOC(=O)C1CCN(c2cc(Oc3cccc(OC)c3)ncn2)CC1	-13.4	/	-9.7

Following part:
The line under a structure holds: hcGAS lum, NPYLR7 agonist, mcGAS lum
- CCC(=O)N1CCN(S(=O)(=O)c2ccccc2Cl)CC1
  7.6, 2.3, /
- C/C(=N\Nc1ncnc2sc3c(c12)CCCC3)c1ccccc1
  -7.0, 4.2, -8.8
- COc1ccc(S(=O)(=O)N(Cc2ccco2)Cc2cc3c(cc2Cl)OCO3)cc1
  -9.1, -8.3, -1.4
- COc1ccccc1C(=O)NCC1Cc2cccc(F)c2O1 (stereo not given)
  -3.1, 29.3, -6.2
- Cc1csc(NC(=O)Cn2c(-c3ccncc3)nc3ccccc32)n1
  -1.5, -8.0, -6.6
- CCN(Cc1noc(C)n1)C(=O)Cc1c(C)nn(-c2ccccc2)c1C
  -2.0, 0.3, /
- COc1cccc(-n2nnc3c(=O)n(CC(=O)NCc4ccccc4)cnc32)c1
  -2.7, 8.4, /
- Clc1ccc(-c2noc(-c3ccc(-c4ccccc4)cc3)n2)cc1
  13.9, -9.2, -5.5
- O=C(Nc1ccccc1)N1CCCC(OCc2cccc(OC(F)(F)F)c2)C1 (stereo not given)
  -5.7, -3.0, -5.1
